Screens: PubChem BioAssay, Broad Institute
FN deposit inh: inhibitors of fibronectin matrix deposition, primary screen, AH1F cells, Alexa488-fibronectin fluorescence, plate reader; AH1F fibroblasts, overnight; 0.086% of 350,000 active; inhibition, % at 12.6 µM;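 active = mean inhibition across replicates of 30% or more, regardless of how many single replicates reach that level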;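 also: positive control wells lacked labelled fibronectin entirely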
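Material – AH1F fibroblast monolayer, labelled fibronectin deposition · Reagent – labelled fibronectin 24 nM · Timing – 1 h adhesion, overnight exposure · Measured by – fluorescence at 485 nm excitation, 525 nm emission · Read-out – inhibition of fibronectin deposition signal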
LGR2 inh: inhibitors of bursicon-induced LGR2 CRE-luciferase signal, primary screen, cell-based, HEK293, CRE-luciferase reporter, bursicon stimulation; bursicon-stimulated, 4 h; 0.35% of 380,000 active; AID 720647, 2013; inhibition, % at 9.99 µM; Drosophila bursicon receptor LGR2 (rickets);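 active = drop in luminescence signal, shown as inhibition above about 50% in the replicate tests, limit read from the data, passing the limit was not always enough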;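 also: agonist challenge used bursicon conditioned medium at about half maximal strength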
Casp6 inh: human caspase-6 inhibitors, primary screen, biochemical, VEID-R110 fluorescence, single point, set 2 | P55212 | purified caspase-6, Z-VEID-R110 cleavage fluorescence | inhibition, % at 12.5 µM | 0.53% of 350,000 active | AID 686996, 2013;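 active = mean inhibition across replicates at least about 35%, with every replicate also reaching that limit, limit read from the data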;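 also: 0% = median of neutral control wells and 100% = no fluorescence left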
Target sequence (P55212 24-179 limits assumed): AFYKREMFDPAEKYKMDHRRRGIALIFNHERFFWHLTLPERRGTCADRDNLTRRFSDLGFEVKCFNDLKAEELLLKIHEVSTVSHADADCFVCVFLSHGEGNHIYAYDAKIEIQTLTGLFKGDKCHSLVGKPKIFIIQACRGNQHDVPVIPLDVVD
Target sequence (P55212 194-293 limits assumed): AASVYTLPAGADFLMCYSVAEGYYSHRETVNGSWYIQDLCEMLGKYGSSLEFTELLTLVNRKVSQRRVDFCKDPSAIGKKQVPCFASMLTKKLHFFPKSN
Cneo AK release: Cryptococcus neoformans cell lysis inducers, primary screen, AK release luminescence, single concentration. C. neoformans lysis, adenylate kinase release luminescence, 4 h; normalised: neutral wells 0, clomiphene wells 100. lysis activity, % at 15 µM. 0.2% of 360,000 active. AID 651654, 2012;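 active = mean lysis activity across replicates of at least 80%, whatever share of replicates individually reach that level; inactive = mean lysis activity below 80%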
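Material – log-phase Cryptococcus neoformans yeast cells · Input – 5 × 10^6 yeast cells/mL · Medium – fresh YPD growth medium · Doses – single compound concentration per well · Timing – static 4 h at 37 °C with compound, 1 h detection · Detection – adenylate kinase release luminescence · Read-out – signal increase indicating cell lysis · Control set – Clomiphene as positive lysis control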
EWS-Fli block: EWS/Fli-driven NR0B1 reporter inhibitors, primary screen, A673 cells, NR0B1 luciferase, luminescence, MLPCN library; viability-normalised; inhibition, % at 12.6 µM; 0.67% of 350,000 active; AID 651661, 2012;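 active = mean inhibition of at least 50% after viability correction, with every replicate also passing that limit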;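 also: firefly luciferase signal divided by Alamar Blue viability fluorescence both relative to DMSO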
PGC1a acetyl inh: inhibitors of PGC1a acetylation signal, primary screen, cell-based, U2OS, AlphaScreen, inhibitor mode; AlphaScreen anti-acetyl-lysine; with virally co-expressed GCN5 acetyltransferase; inhibition, % at 15.6 µM; 0.17% of 350,000 active;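 active = every replicate shows inhibition of at least 40%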;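 also: 0% = neutral control wells and 100% = positive control wells; some results beyond the cut were filed as inactive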
PAX8 inh HTS: inhibitors of PAX8-driven TPO luciferase reporter, primary screen, RMG-I cells, single concentration; SteadyGlo, 24 h; inhibition, % at 12.6 µM; 1.2% of 360,000 active; AID 652154, 2013;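 active = mean replicate inhibition at least 60% with every replicate also reaching 60%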;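 also: luciferase light reporting Pax8 driven TPO promoter activity; plate controls were median of neutral control wells for no effect and mitoxantrone controls for full effect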
miR122 inh: miR-122 Renilla sensor signal increase in Huh7, primary screen, miR-122 inhibitor project, cell-based, single point, plate reader. activation (reporter increase), % at 12.5 µM. 0.3% of 340,000 active. Huh7 miR-122 Renilla luciferase sensor, 48 h; neutral wells = 0, positive control = 100;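 active = mean replicate activation score at least 90 and every replicate individually at or above 90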;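 also: higher luciferase means less miR-122 activity so hits act as miR-122 inhibitors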
Numbers without * were called inactive; . = no result given; & = joins results of further samples; [ ] = remark or other dose. Rows were taken by chance, and some 2.5% of all compounds hit somewhere here.

Compound	EWS-Fli block	miR122 inh	FN deposit inh	LGR2 inh	Cneo AK release	PAX8 inh HTS	PGC1a acetyl inh	Casp6 inh
CC(C)[C@H](NC(=O)c1ccc(Cl)cc1)C(=O)OCC(=O)N1CCN(c2ccccc2)CC1	10	-5	-4	17	1	15	-15	1
OC[C@H]1[C@@H](c2ccc(-c3cncnc3)cc2)[C@@H]2CN(CC3CCOCC3)CCCCN12	2	9[16.7 µM]	.	1	-1	11	12	1
C[C@@H]1CN([C@H](C)CO)C(=O)c2cccc(NC(=O)CCCCCC(=O)Nc3ccccc3N)c2O[C@@H]1CN(C)Cc1ccc(Cl)c(Cl)c1	-12	.	-12	-5	.	52	-3	-1
COc1ccc(/C=C/C(=O)c2ccc3c(c2)OCO3)cc1OC	-38	6	5	-23	0	-51	2	0
COc1ccc(C2=NOC(C(=O)N3CCN(C(=O)c4ccco4)CC3)C2)cc1OC (configuration not stated)	1	6	3	-21	1	-16	-8	1
O=C(O)CCCNS(=O)(=O)/C=C/c1ccccc1	-8	.	-8	6	.	-40	.	1
CCOC(=O)c1c(C)n(C)c2ccc(OCC(N)=O)cc12	12	-4	-5	-12	1	1	-8	1
CC1(C(=O)NS(=O)(=O)c2ccc(C#N)cc2)CCN1C(=O)Cc1cc(F)ccc1F (configuration not stated)	-7	.	13	0	6	12	.	0
COc1cccc(C#Cc2ccc([C@H]3[C@H]4CN(C(=O)c5ccccc5)CC(=O)N4[C@H]3CO)cc2)c1	-3	.	.	20	.	45	-5	1
C[C@H]1CCCCO[C@H](CN(C)C(=O)C2CCCCC2)[C@@H](C)CN([C@@H](C)CO)C(=O)c2cc(NS(=O)(=O)c3cn(C)cn3)ccc2O1	-2	2[16.7 µM]	.	3	1	-2	-5	3
N#Cc1cccc(-c2ccc3c(c2)[C@@H]2[C@@H](CCN2C(=O)C2CCCCC2)[C@H](CO)N3)c1	7	-10[16.7 µM]	6	15	-3	46	4	1
N#C[C@H]1[C@H](c2ccccc2-c2ccccc2F)[C@H](CO)N1C(=O)C1CCC1	-3	.	-6	-8	.	.	3	6

Compound	EWS-Fli block	miR122 inh	FN deposit inh	LGR2 inh	Cneo AK release	PAX8 inh HTS	PGC1a acetyl inh	Casp6 inh
CC1CCN(S(=O)(=O)c2cnc[nH]2)CC1	5	.	0	-24	-2	6	.	-3
CC1CN(c2cc(-c3ccccc3)c3ccccc3n2)CC(C)O1 (configuration not stated)	.	-13	-6	.	-2	9	-6	-1
C[C@@H]1CN([C@H](C)CO)S(=O)(=O)c2ccc(C3=CCCC3)cc2O[C@H]1CN(C)S(C)(=O)=O	-1	2[16.7 µM]	.	-1	.	.	-5	.
CCCCCn1c(=NC(=O)c2ccco2)c(C(=O)OCC)cc2c(=O)n3ccccc3nc21	1	0	12	-18&9	0	-10	-6	3
COc1ccc2c3c([nH]c2c1)[C@@H](CO)N(C(=O)C1CCCCC1)CC31CN(C(=O)NC(C)C)C1	-6	.	.	-4	.	-9	.	1
O=C(/C=C/c1ccco1)N1CCN(S(=O)(=O)/C=C/c2ccccc2)CC1	0	-3	3	-2	-3	4	3	-1
CN1CCN(C(=O)c2cccc(-c3ccc4nncn4c3)c2)CC1	9	5	-4	-5	1	-10	5	-1
CCC(O)(C(=O)Nc1ccccc1C(F)(F)F)c1ccccc1OC (configuration not stated)	1	-2	7	-12	0	-7	-4	1
COc1ccc(CN(C)C[C@@H]2OCCCC[C@@H](C)Oc3ccc(NC(=O)Nc4c(C)noc4C)cc3C(=O)N([C@@H](C)CO)C[C@@H]2C)cc1	-4	7[16.7 µM]	.	3	-1	-4	-5	1
CCCCCCSc1cc(-c2nc3ccc(Cl)cn3c2NC2CCCCC2)ccc1OC	5	-2	4	-19	-5	2	2	2
O=C(CN1C(=O)NC2(CCCc3ccccc32)C1=O)NCC(F)(F)F (configuration not stated)	3	.	-5	-4	.	-8	.	0
Cc1noc(NS(=O)(=O)c2ccc(NC(=O)c3ccccc3NS(=O)(=O)c3ccc(F)cc3)cc2)c1C	8	15	-4	-22	2	-5	1	2

Six compounds picked at random from those above:
Compound	EWS-Fli block	miR122 inh	FN deposit inh	LGR2 inh	Cneo AK release	PAX8 inh HTS	PGC1a acetyl inh	Casp6 inh
CCC(O)(C(=O)Nc1ccccc1C(F)(F)F)c1ccccc1OC (configuration not stated)	1	-2	7	-12	0	-7	-4	1
CN1CCN(C(=O)c2cccc(-c3ccc4nncn4c3)c2)CC1	9	5	-4	-5	1	-10	5	-1
CC1CN(c2cc(-c3ccccc3)c3ccccc3n2)CC(C)O1 (configuration not stated)	.	-13	-6	.	-2	9	-6	-1
Cc1noc(NS(=O)(=O)c2ccc(NC(=O)c3ccccc3NS(=O)(=O)c3ccc(F)cc3)cc2)c1C	8	15	-4	-22	2	-5	1	2
O=C(CN1C(=O)NC2(CCCc3ccccc32)C1=O)NCC(F)(F)F (configuration not stated)	3	.	-5	-4	.	-8	.	0
C[C@@H]1CN([C@H](C)CO)S(=O)(=O)c2ccc(C3=CCCC3)cc2O[C@H]1CN(C)S(C)(=O)=O	-1	2[16.7 µM]	.	-1	.	.	-5	.

Remaining list, next part
Compound	EWS-Fli block	miR122 inh	FN deposit inh	LGR2 inh	Cneo AK release	PAX8 inh HTS	PGC1a acetyl inh	Casp6 inh
O=C(NCc1cc(Cl)cc(Cl)c1)c1ccc2sc([C@@H]3O[C@H](CO)[C@H](O)[C@H](O)[C@H]3O)nc2c1	12	-6	-7	-17	0	12	-9	-2
COCC(=O)N1CC2(C1)[C@H](c1ccccc1)[C@H](CO)N2C(=O)c1ccccc1	5	.	.	-28	.	.	8	0
OCCN(CCO)CC(O)CN(c1ccccc1)c1ccccc1 (configuration not stated)	-8	-4	-1	-6	4	1	3	1
COc1ccc(N2CCN(CCNC(=O)Nc3ccc(C)c(Cl)c3)CC2)cc1	6	-8	-6	3	0	-30	-5	-5
COc1ccc(CN(C)C[C@@H]2Oc3ccc(NS(=O)(=O)c4ccc(F)cc4)cc3C(=O)N([C@H](C)CO)C[C@@H]2C)cc1	3	3[16.7 µM]	.	12	-1	3	-5	1
CC(C)CC(=O)Nc1ccc(C(=O)CN2C(=O)NC3(CCOc4ccccc43)C2=O)cc1 (configuration not stated)	1	.	-7	7	2	7	.	-2
O=C(CN1CCN(C2CCCCC2)CC1)c1c[nH]c2ccccc12	.	0	-17	.	0	19	-10	.
CCCCC(=O)NC1=C(C(=O)OC)SCC1	5	.	4	-1	.	11	.	1
COc1ccc(S(=O)(=O)Nc2cc3c4c(c2)CCN4C(=O)CC3)cc1OC	-22	44	0	-4	-4	-2	-3	0
C[C@H](CO)N1C[C@H](C)[C@H](CN(C)C(=O)Nc2ccc(C(F)(F)F)cc2)Oc2ccc(NC(=O)NC3CCCCC3)cc2CC1=O	6	10[16.7 µM]	0	0	2	-3	-10	.
CCOc1ccc(S(=O)(=O)N2CCCC(C(=O)NCc3cccnc3)C2)cc1Cl (configuration not stated)	17	-1	-2	-9	1	13	-8	4
C=CCCCCCCCCC(=O)NN	-15	-4	.	-6	0	.	-2	0

Compound	EWS-Fli block	miR122 inh	FN deposit inh	LGR2 inh	Cneo AK release	PAX8 inh HTS	PGC1a acetyl inh	Casp6 inh
C[C@H](CO)N1C[C@H](C)[C@@H](CN(C)S(=O)(=O)c2cccs2)Oc2c(NS(C)(=O)=O)cccc2C1=O	-12	2[16.7 µM]	-8	.	0	.	13	-1
O=C(CNC(=O)c1nc[nH]c1C(=O)NCc1ccccc1)OCc1ccccc1	-3	-3	-2	8	-1	-7	0	3
CC(C)COC(=O)N(C)C[C@@H]1OCc2ccccc2-c2c(n(C)c3ccccc23)C(=O)N([C@H](C)CO)C[C@@H]1C	0	.	5	1	0	24	2	1
Cc1ccc(N2CC(C(=O)NC3=NCCS3)CC2=O)cc1 (configuration not stated)	.	0	8	.	-3	19	-2	.
C[C@H]1CN([C@@H](C)CO)C(=O)c2cc(C3=CCCCC3)cnc2O[C@@H]1CN(C)S(C)(=O)=O	-10	-6[16.7 µM]	.	20	.	.	-10	.
COC(=O)c1noc(C)c1-c1ccnn1C(=O)c1ccc(Cl)cc1	8	.	-5	5	.	3	-1	8
C[C@@H]1CN([C@@H](C)CO)C(=O)c2cc(NC(=O)CCC(F)(F)F)ccc2O[C@H]1CN(C)C(=O)Nc1ccccc1	-7	14[16.7 µM]	-1	4	0	-8	-3	0
COc1ccccc1-c1nc(SCC(=O)N2CCC(C(N)=O)CC2)n[nH]1	-3	.	3	0	2	22	.	-2
O=C(CN1C(=O)NC2(CCCC2)C1=O)Oc1ccc2ccc(=O)oc2c1	3	-1	-17	-21	1	-5	0	-2
O=C(Cn1cnc2c(OCc3ccccc3)ncnc21)NCC1CCCO1 (configuration not stated)	-13	2	.	-8	0	6	10	-3
O=C(Cc1ccc(Cl)cc1)NNc1c(F)c(F)cc(F)c1F	3	.	6	1	.	4	.	0
CC(C)NC(=O)C1(C)CCCN1C(=O)c1ccc2c(c1)C(C)(C)CCC2(C)C (configuration not stated)	8	17	-3	-10	0	12	-11	-1

Compound	EWS-Fli block	miR122 inh	FN deposit inh	LGR2 inh	Cneo AK release	PAX8 inh HTS	PGC1a acetyl inh	Casp6 inh
Cc1ccccc1NC(=O)CN1CCN(C(=O)c2ccco2)CC1	.	6	1	6	6	-8	2	-1
O=c1cc(Nc2ccc3c(c2)OCCO3)[nH]c(=O)n1Cc1ccc(F)cc1	-2	-5	.	-1	1	.	.	5
[2H]C(CCOS(N)(=O)=O)c1ccccc1 (configuration not stated)	-11	5	5	-1	-2	-19	-7	-3
Cc1ncc(CO)c(/C=N/NC(=O)c2ccoc2C)c1O	2	9	3	-11	-5	27	8	-3
C[C@@H]1CN([C@@H](C)CO)C(=O)c2cccc(NS(=O)(=O)c3ccc(F)cc3)c2O[C@@H]1CN(C)C(=O)Nc1ccc2c(c1)OCO2	-11	3[16.7 µM]	.	-4	2	-11	8	3
O=[N+]([O-])c1ccc(C=NNc2ccccc2)cc1	-65	2	-5	.	-1	-39	-3	0
O=C(CN1CCN(c2ccccc2)CC1)Nc1ccncc1	11	3	3	-1	-1	17	-4	-1
O=C(C[C@@H]1CC[C@@H]2[C@H](COC[C@@H](O)CN2C(=O)C2CCOCC2)O1)NCc1ccncc1	-2	2[16.7 µM]	-2	.	4	-8	-2	-1
O=C(NC1CCCCC1)C(c1ccncc1)N(Cc1ccc2c(c1)OCO2)C(=O)C(F)(F)F (configuration not stated)	.	3	-3	.	0	2	3	.
O=C(NCCCn1ccnc1)c1ccc(-c2ccccc2)cc1	-20	19	-14	-16	-1	-9	-22	-3

Part of the list above with just miR122 inh, FN deposit inh and Cneo AK release.
mol,miR122 inh,FN deposit inh,Cneo AK release
O=c1cc(Nc2ccc3c(c2)OCCO3)[nH]c(=O)n1Cc1ccc(F)cc1,-5,.,1
[2H]C(CCOS(N)(=O)=O)c1ccccc1 (configuration not stated),5,5,-2
